Source: PubChem (National Center for Advancing Translational Sciences (NCATS))
FBPA Giardia inh – inhibitors of Giardia lamblia fructose-1,6-bisphosphate aldolase. purified Giardia FBPA. Potency, µM (doses to about 59.6 µM), for the others: at the top dose activity, negative = inhibition, hits mostly inhibitors. hit rate 0.71% among 290,000. AID 2451; note: potency is the fitted concentration of half-maximal effect; nearly all actives have a fitted effect of over 55% in size
Target sequence (A8B2U2 whole entry, looked up): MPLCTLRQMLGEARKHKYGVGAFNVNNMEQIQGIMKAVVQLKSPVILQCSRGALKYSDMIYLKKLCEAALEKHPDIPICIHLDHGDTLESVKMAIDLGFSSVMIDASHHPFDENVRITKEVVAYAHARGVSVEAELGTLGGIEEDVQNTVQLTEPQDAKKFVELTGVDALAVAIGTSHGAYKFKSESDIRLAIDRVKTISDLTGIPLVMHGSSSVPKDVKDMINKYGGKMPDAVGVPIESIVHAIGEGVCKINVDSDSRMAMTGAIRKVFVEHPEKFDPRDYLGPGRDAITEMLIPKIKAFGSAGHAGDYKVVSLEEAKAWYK
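40 nM FBPA preincubated 10 min at RT with compound (up to 57.5 uM final), then substrate plus GAPDH/TPI/NAD/arsenate coupling and diaphorase/resazurin added. Fluorescence read after 20 min at RT, 525/598 nm.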
HCMV inh – inhibitors of human cytomegalovirus. activity change, negative = inhibition, % at 57.5 µM. HFF cells, HCMV-luciferase reporter, 72 h; active compounds read low. hit rate 4.5% among 410,000; in the data active = activity change below about -60%; inconclusive = no clear call, values can overlap the other calls; inactive = above about -39%
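Steps: HFFs plated, 16 h 37C; compounds added; HCMV-luciferase added to MOI 1 PFU/cell; 72 h 37C; OneGlo reagent, 5 min room temperature; luminescence read, normalized to controls.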
Sm TGR inh – S. mansoni TGR enzyme inhibition; Q962Y6; purified TGR, DTNB reduction, TNB absorbance 405 nm; Potency, µM (top dose mostly 114 µM), inactives show at the top dose activity change, negative = inhibition, most hits filed as inhibitors; hit rate 3% among 360,000; note: potency is the fitted concentration of half-maximal effect; nearly all actives have a fitted effect of over 60% in size
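TGR 20 nM + NADPH 100 uM (dispensed conc.), cpd preinc 15 min RT; start with NADPH (500 uM addition) then DTNB (15 mM addition). Kinetic TNB absorbance, 405 nm filter. Four-parameter Hill fit across titration.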
HCV inh – inhibitors of hepatitis C virus infection; hit rate 3.4% among 340,000; Potency, µM (series often up to 41.8 µM), inactives show at the top dose activity change, negative = inhibition, hits mostly inhibitors; Huh7.5.1 HCVcc-Cre infection, luciferase reporter, 44 h; AID 651820; note: potency is the fitted concentration of half-maximal effect
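Infectious HCVcc-Cre (~0.5 moi) was added to cells just after compound, with cells seeded 4 h earlier at 1,000 per well. Luciferase activity after 44 h culture reported infection; substrate was incubated 15 min at room temperature before reading.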
AmpC no deterg – inhibitors of E. coli AmpC beta-lactamase without detergent. P00811. AmpC nitrocefin hydrolysis, absorbance 480 nm, 0.0001% Triton. Potency, µM (top dose mostly 57.1 µM), inactives show at the top dose activity change, negative = inhibition, actives largely listed as inhibitors. hit rate 0.52% among 330,000;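 note: potency is the fitted concentration of half-maximal effect; plate controls were no compound for no effect and no enzyme for full effect; nearly all actives have a fitted effect of over 20% in size; some results filed as inactive show a strong effect at the top dose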
Target sequence (P00811 whole entry, looked up): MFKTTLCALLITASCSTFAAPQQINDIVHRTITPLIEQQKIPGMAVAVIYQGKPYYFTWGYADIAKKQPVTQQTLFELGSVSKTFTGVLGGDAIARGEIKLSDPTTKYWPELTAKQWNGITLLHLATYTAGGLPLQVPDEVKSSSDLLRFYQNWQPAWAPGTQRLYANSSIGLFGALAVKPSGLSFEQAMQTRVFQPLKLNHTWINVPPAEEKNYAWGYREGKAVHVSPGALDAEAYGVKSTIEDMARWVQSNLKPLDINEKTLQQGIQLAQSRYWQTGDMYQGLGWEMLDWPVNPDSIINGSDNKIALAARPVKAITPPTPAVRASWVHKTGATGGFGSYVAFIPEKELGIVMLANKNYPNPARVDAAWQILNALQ
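AmpC (5.3 nM in the dispensed reagent) in 20 mM phosphate pH 7.0 with 0.01% (detergent screen) or 0.0001% Triton X-100 was preincubated with compounds for 15 min at room temperature. Nitrocefin was then added from an 800 uM solution, and hydrolysis was followed at 480 nm.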
AmpC inh detg – AmpC beta-lactamase inhibition with detergent present | P00811 | AmpC hydrolysis of nitrocefin, absorbance 480 nm, 0.01% Triton | Potency, µM (series often up to 114 µM), for inactives: at the top dose activity change, negative = inhibition, hits mostly inhibitors | hit rate 0.041% among 370,000;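 note: potency is the fitted concentration of half-maximal effect; 0% = no-compound wells and -100% = no-enzyme wells; nearly all actives have a fitted effect of over 25% in size; some results filed as inactive show a strong effect at the top dose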
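AmpC (5.3 nM in the dispensed reagent) in 20 mM phosphate pH 7.0 with 0.01% (detergent screen) or 0.0001% Triton X-100 was preincubated with compounds for 15 min at room temperature. Nitrocefin was then added from an 800 uM solution, and hydrolysis was followed at 480 nm.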
Active calls of the source: *; ? = inconclusive; . = not tested or not shown; & = joins results of further samples; [ ] = dose if it differs, or a comment. Unless noted, calls come from the whole dose curve; as a rule, active = well fitted curve in the direction sought with a large enough effect; inconclusive = small, poorly fitted or top-dose-only effect, or another doubt; inactive = no such curve, though single readings can be large; an effect the other way counts as inactive or inconclusive. Unless noted, % is set by controls: 0 for no effect and ±100 for the full control effect.

SMILES	FBPA Giardia inh	HCMV inh	Sm TGR inh	HCV inh	AmpC no deterg	AmpC inh detg
COc1cc(OC)c(NC(=O)c2sc3ncn(CC(=O)N4CCOCC4)c(=O)c3c2C)cc1Cl	.	-13	-8%	-20%	0%	-4%
COc1cccc(N=C(N)N)c1	-2%	-5	1%	13%	-2%	-1%
S=c1[nH]nc(C2CC2)n1Cc1ccccc1	-27%	?	-1%	27%	-14%	?
CCCNC(=O)c1ccc(SC)cc1OC	0%	22	8%	-5%	-9%	10%
Cc1cc(C)c(S(=O)(=O)NCCc2cc3c(C)ccc(C)c3[nH]c2=O)c(C)c1	.	-40	4%	.	.	15%
CCN(CC)CCn1c(-c2ccccc2)nc(=S)c2c1CC(C)(C)OC2	-1%	-15	12%	0%	-15%	-4%
O=C(c1ccc(Cl)cc1)N1CCN=C1c1ccccc1	3%	-15	1%	-2%	-11%	8%
CC(C)=CC(O)C/C(C)=C/COc1ccc2ccc(=O)oc2c1 (stereo unspecified)	-1%	12	-14%	?	-10%	4%
CCNC(=S)/N=C(/Nc1ccc(OC)cc1)Nc1nc(C)cc(C)n1	0%	-28	10%	?	-26%	-8%
C=CCNC(=S)NNC(=O)c1cc(O)ccc1O	0%	-32	-29%	-5%	-39%	2%
CCOC(=O)c1ccc(NC(=S)N2CCC(O)CC2)cc1	-8%	-3	-8%	8%	-21%	-5%
CCC(=O)Nc1ccc2nc(SCCOc3ccc(C)cc3)sc2c1	.	?	0%	.	.	15%
O=C(NC1=NCCS1)c1cccc2ccccc12	-3%	108	2%	14%	-19%	6%
Cc1nn(C)c(C)c1CCC(=O)NC1CC(C)(C)Cc2c1cnn2-c1ccccc1 (stereo unspecified)	.	-69*	2%	-4%	-1%	5%
Cc1cc(NC(=O)C2COc3ccccc3O2)no1 (stereo unspecified)	-9%	49	-15%	12%	-16%	-7%
COc1ccc([N+](=O)[O-])c(OC)c1C(=O)NC(=O)Nc1nc(C)cc(C)n1	-24%	18	0%	-13%	-4%	-4%
Cc1ccc([N+](=O)[O-])c2c1C(N1CC(C)OC(C)C1)C(C)(C)O2 (stereo unspecified)	2%	-38	1%	6%	25%	0%
COc1ccccc1NC(=O)CSc1nnc(C2CCCCC2)n1-c1ccccc1	0%	?	3%	?	65%[activator]	?
COc1cc(Br)c(C2CC(=O)Nc3cc(OC)c(OC)c(OC)c32)cc1OC (stereo unspecified)	.	17	1%	.	.	13%
CS(=O)(=O)n1nc(-c2ccccc2)nc1NCc1ccco1	-3%	-4	45µM*	?	0%	4%
O=C(COC(=O)Cc1ccc(-c2ccccc2)cc1)NCc1ccc(F)cc1	0%	9	19%	0%	-18%	4%
CCN(CC)c1ccc(S(=O)(=O)N(CC)CC)cc1NC(=O)C1CCCC1	-1%	12	4%	?	7%	5%
CCOc1cc(/C=C2\C(=N)N3N=C(S(C)(=O)=O)SC3=NC2=O)ccc1OCCOc1cccc(OC)c1	7%	17	?	-21%	-22%	0%
Cc1cc(NC(=O)C(C)(C)C)no1	0%	85	8%	3%	-9%	0%
CC1=C(C(=O)OCc2ccc([N+](=O)[O-])cc2)N2C(=O)C(NC(=O)Cc3ccccc3)C2SC1 (stereo unspecified)	2%	-1	-2%	4%	-25%	-8%
O=C(NCc1ccccc1)C(c1ccccc1)N(C(=O)c1csnn1)C1CC1 (stereo unspecified)	4%	-31	.	12%	-2%	-5%
CC(C)CN(C(=O)CSc1ccc2c(c1)OCCO2)c1c(N)n(CC(C)C)c(=O)[nH]c1=O	.	-19	-5%	10%	-29%	-5%
CCC1CCCCN1CCn1c(=S)[nH]c2cc(OC)c(OC)cc2c1=O (stereo unspecified)	0%	-24	4%	-33%	-24%	-1%
CCCn1c(C)cc(/C=C(\C#N)C(=O)OCC(=O)Nc2cccc(OC)c2)c1C	-5%	-12	-9%	?	-10%	2%
COC(=O)c1ccc(NC(=O)N(c2ccccc2)c2ccccc2)cc1	-4%	?	1%	9%	-17%	-10%
O=C(O)/C=C/C(=O)Nc1ccc(N2CCOCC2)nc1N1CCOCC1	?	10	2.2µM*	15%	-15%	-18%
Cc1ccc(NS(=O)(=O)c2csc(C(N)=O)c2)c(C)c1	10%	-18	21%	-10%	-15%	5%
Cc1ccc(S(=O)(=O)c2nc(-c3cccs3)oc2N2CCCCC2)cc1	.	-16	-26%	.	.	5%
COc1cc(Cl)c(C)cc1NS(=O)(=O)c1c(C)nc2sccn2c1=O	.	16	2%	.	.	1%
O=C(CCl)N1CCN(S(=O)(=O)c2ccc3c(c2)CCC3)CC1	.	-80*	5µM*	14µM*	-9%	-7%
CC(=O)Nc1ccc(-c2cc(C(=O)O)c3ccc(C)cc3n2)cc1	-5%	54	?	5%	-39%	?

Part of the list above, with two lines to a compound:
Value order: FBPA Giardia inh, HCMV inh, Sm TGR inh, HCV inh, AmpC no deterg, AmpC inh detg
> Cc1ccc(S(=O)(=O)c2nc(-c3cccs3)oc2N2CCCCC2)cc1
 : ., -16, -26%, ., ., 5%
> COc1cc(Cl)c(C)cc1NS(=O)(=O)c1c(C)nc2sccn2c1=O
 : ., 16, 2%, ., ., 1%
> O=C(CCl)N1CCN(S(=O)(=O)c2ccc3c(c2)CCC3)CC1
 : ., -80*, 5µM*, 14µM*, -9%, -7%
> CC(=O)Nc1ccc(-c2cc(C(=O)O)c3ccc(C)cc3n2)cc1
 : -5%, 54, ?, 5%, -39%, ?

Remaining list, next part.
SMILES	FBPA Giardia inh	HCMV inh	Sm TGR inh	HCV inh	AmpC no deterg	AmpC inh detg
CC(=O)Nc1ccc(NC(=O)c2ccc(C)c(S(=O)(=O)Nc3cccc(C)c3)c2)cc1	-7%	-36	-12%	13µM*	-29%	2%
CCC(=O)c1cc2c(C)cc(=O)oc2c(C)c1OC(C)=O	0%	-9	-1%	6%	-6%	?
OCCCNc1c2ccccc2nc2ccccc12	7%	-102*	0%	11µM*	-45%	3%
CC[n+]1ccc(/C=C2\Sc3ccccc3N2CCCS(=O)(=O)[O-])c2ccccc21	0%	31	.	8%	-19%	0%
Cc1nnc(NC(=O)CSc2nc3c(c(=O)n(C)c(=O)n3C)n2C(C)C)s1	3%	?	-4%	-7%	55%	14%
COc1cc(NS(=O)(=O)c2cc3[nH]c(=O)[nH]c3cc2C)cc(OC)c1OC	.	0	3%	.	.	22%
Cc1ccc(CC(=O)N(C)CC(=O)N(CC(C)C)c2c(N)n(CC(C)C)c(=O)[nH]c2=O)cc1C	.	-30	-5%	2%	3%	?
O=C(NC1CCCC1)C(c1ccncc1)N(C(=O)Cn1nnc(-c2ccccc2F)n1)c1cccc(F)c1 (stereo unspecified)	9%	3	-7%	0%	-6%	-13%
COCC(=O)Nc1cc(C)cn(Cc2c(F)cccc2Cl)c1=O	-8%	-17	-2%	9%	20%	6%
CN(C(=O)C1CCN(S(=O)(=O)c2cccs2)CC1)C1CCCCC1	4%	-27	-25%	21%	4%	?
COc1ccc(C2=NN(C(=O)c3ccco3)C(c3ccco3)C2)cc1OC (stereo unspecified)	-5%	90	-17%	-26%	1%	3%
COc1ccc(OC)c(NC(=O)Cn2cnc3ccc(S(=O)(=O)N4CCC(C)CC4)cc3c2=O)c1	.	6	1%	.	.	-2%
CC(C)CCn1c(=O)c(C(=O)NCc2ccco2)c(O)c2ccccc21	1%	24	3%	?	-33%	0%
Cc1ccccc1CNCCCSc1nnnn1C	.	14	-3%	.	.	18%
S=c1[nH]nc(Cc2cccc3ccccc23)n1-c1ccccc1	-16%	-35	-17%	-10%	-27%	-2%
CN1CCC(N(C)CC(=O)Nc2cccc(Oc3ccccc3)c2)CC1	-10%	-34	?	-26%	-2%	-2%
COc1ccc(-c2noc(CSc3nc4ccc(C)cc4[nH]3)n2)cc1	.	-39	0%	.	.	1%
O=C(NNC(=O)c1ccc(Cl)c(S(=O)(=O)Nc2ccc(Cl)cc2)c1)c1ccc(=O)[nH]c1	.	-18	0%	24%	-50%	0%
CC(=O)CSc1nnc(NC(=O)CCc2ccccc2)s1	1%	42	4%	-16%	-27%	?
Cc1ccc(S(=O)(=O)n2c(C)nc3cc(C)ccc32)cc1	-30%	43	0%	7%	-12%	-16%
NC(=O)N1N=C2/C(=C/c3ccccc3)CCCC2C1c1ccccc1 (stereo unspecified)	12%	-5	5%	-8%	0%	-4%
Cc1ccc(C2CC(c3cccc(C)c3)n3ncnc3N2)cc1 (stereo unspecified)	2%	-17	4%	-1%	19%	-9%
Cc1ccc(NC(=O)COC(=O)CCC(=O)c2ccc(C(C)(C)C)cc2)c([N+](=O)[O-])c1	-6%	-15	-22%	1%	-6%	7%
COc1ccc(NCCC#N)cc1	-18%	6	0%	4%	-15%	-1%
COc1ccc(OC)c(-c2csc(NC(=O)c3ccc(OCC4CCCO4)cc3)n2)c1 (stereo unspecified)	-5%	-19	-7%	-11%	41%	-10%
Cc1c(CC(=O)N2CCN(C(=O)C3COc4ccccc4O3)CC2)c(=O)oc2c(O)c(O)ccc12 (stereo unspecified)	.	-26	-4%	11%	-13%	7%
O=C(Cc1ccccc1Cl)NCc1cccnc1	2%	3	4%	?	-11%	-5%
COc1ccc(/C=N/NC(=O)CC2N=C(Cc3ccccc3)NNC2=O)cc1OC (stereo unspecified)	2%	40	0%	-5%	-10%	?
Cc1cccc(C)c1OC(=O)Cc1ccccc1	-3%	-39	0%	-15%	-22%	3%
Cc1ccc(NC(=O)COC(=O)CCOc2ccccc2C)cc1	-2%	-22	8%	27%	0%	-2%
Cc1nccn1CCCNC(=O)CC1C(=O)NCCN1Cc1ccccc1C(F)(F)F (stereo unspecified)	-17%	-30	-6%	10%	27%	1%
CC(C)n1c(SCC(=O)Nc2nc3c(s2)CCCC3)nc2c1c(=O)n(C)c(=O)n2C	0%	-60*	-16%	-3%	62%[activator]	-14%
CC1CCCCN1CCCNC(=O)c1ccc2nc(N3CCCCC3)sc2c1 (stereo unspecified)	-1%	72	0%	-24%	6%	-12%
O=S1(=O)c2cccc3cccc(c23)N1Cc1nnc(-c2ccccc2Br)o1	-17%	?	8%	?	-17%	-12%
CN(CCOc1ccc(Cl)cc1)C(=O)c1cc(S(=O)(=O)N2CCOCC2)ccc1N1CCCC1	.	-26	-2%	?	210%[activator]	-2%
Cc1nc(NC(=O)/C=C/c2ccccc2)sc1C(=O)Nc1ccccc1Cl	2%	25	-12%	-6%	-18%	-1%
Cc1sc2nc(SCC(N)=O)n(-c3ccccc3)c(=O)c2c1C	5%	-28	1%	-1%	-25%	-7%
CC(=O)Nc1ccc(NC(=O)c2c([N+](=O)[O-])cnn2C)cc1	-5%	22	-4%	10%	-19%	3%
Cn1c(=O)c2c(ncn2C)n(C)c1=O	0%&3%&-1%&-1%&3%	5	0%	1%	-13%	-1%

Outcome played no part in choosing rows; about 9.9% have a hit in one of these screens.
